Screens deposited in PubChem BioAssay by several laboratories.
PLAP inhibition = PLAP enzyme inhibitors, biochemical, luminescence, HTS (AID 690); purified PLAP, luminescent substrate; higher % means a stronger effect; inhibition, % at 20 µM, or IC50 in µM where a hit was titrated; 96,000 compounds, 0.08% hits; in the data active means a potency from the dose series; inactive means the rest, 99 in 100 with inhibition below about 30%; further: strong numbers were not always called active
MRP reversal = compounds reversing MRP-mediated drug resistance; 85,000 compounds, 0.04% hits; H69AR cells + 2 uM doxorubicin, CellTiter-Glo, 72 h; differential viability (reversal), % at 10 µM;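 active means viability drop by adding the cancer drug above about 55%, with treated viability meeting a 40% cutoff, limit read from the data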;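 further: viability without doxorubicin minus viability with 2 µM doxorubicin for each compound; larger differential means the compound sensitizes cells more to doxorubicin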
NFkB transloc inh = blocks IL-1B driven NFkB nuclear translocation in HUVEC cells. HUVEC IL-1B NFkB p65 nuclear translocation imaging. inhibition, % at 2 µM. 94,000 compounds, 0.43% hits. AID 796;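 active means inhibition above about 30% together with a positive call from visual inspection of the well image, limit read from the data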;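 further: nuclear over cytoplasmic p65 intensity ratio measured by imaging; 0% = IL-1B stimulated DMSO wells and 100% = unstimulated DMSO wells; values of inactives mirror those of a sister screen read the other way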
Bcl-B TR3 displacers = displacers of TR3 peptide from Bcl-B, primary screen, selectivity assay for Bfl-1 inhibitor project, biochemical, fluorescence polarization. FP displacement of FITC-TR3 peptide from Bcl-B; higher % means a stronger effect. displacement, % at 20 µM; hits with a dose series show IC50 in µM. 96,000 compounds, 0.11% hits;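 active means displacement above 50% at 20 µM plus a fluorescence interference ratio under 1.5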;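 further: plate controls were wells without compound for no effect and wells lacking Bcl-B protein for full effect; a part of the inactive calls stands beside numbers as strong as those of hits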
NFkB transloc pot = enhances IL-1B driven NFkB nuclear translocation; AID 819; activation, % at 2 µM; 94,000 compounds, 0.3% hits; HUVEC IL-1B NFkB p65 nuclear translocation imaging;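 active means activation above 40%, about the mean plus 3 SD, also judged a hit on visual image review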;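 further: percent activation is computed from the nuclear over cytoplasmic p65 intensity ratio; values of inactives mirror those of a sister screen read the other way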
MRP reversal cytotoxicity = second read-out of MRP reversal, no call of its own (marks repeat the call); viability, %; H69AR cells, CellTiter-Glo, 72 h; measured here: cytotoxicity without doxorubicin
MRP reversal with doxorubicin = further read-out of MRP reversal, marked with its call; viability, %; measured here: viability with 2 uM doxorubicin; hits give low values
NFkB transloc inh cell count 2 µM = second read-out of NFkB transloc inh, no call of its own (marks repeat the call); cell count; measured here: cells passing quality filter;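 raw number of nuclei counted in each imaged well without normalization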
NFkB transloc pot cell count 2 µM = further read-out of NFkB transloc pot, marked with its call; cell count; measured here: cells passing quality filter
* = called active by the depositor; · = not tested or not shown.

Below each SMILES: NFkB transloc pot | NFkB transloc inh cell count 2 µM | Bcl-B TR3 displacers | NFkB transloc pot cell count 2 µM | PLAP inhibition | MRP reversal cytotoxicity | MRP reversal with doxorubicin | NFkB transloc inh | MRP reversal
COc1cccc(N2CCN(C(=O)CN(C)S(=O)(=O)c3ccc4c(c3)CCC(=O)N4)CC2)c1
  -9 | 180 | -3% | 180 | -61% | 88 | 81 | 9 | 6
CC(=O)c1cccc(N(CC(=O)N2CCOCC2)S(C)(=O)=O)c1
  3 | 123 | -8% | 123 | -2% | 92 | 85 | -3 | 7
Cc1ccc2nc(CSc3nc(C)cc(C)c3C#N)[nH]c2c1
  2 | 191 | -12% | 191 | -45% | · | · | -2 | ·
Clc1ccc(-c2nnc3sc(-c4ccco4)nn23)c(Cl)c1
  · | · | -4% | · | -24% | 99 | 113 | · | -14
CC(Oc1ccc(Cl)cc1)c1ccnn1S(C)(=O)=O (stereo unspecified)
  3 | 167 | 34% | 167 | -27% | 96 | 88 | -3 | 8
COc1ccc(Oc2c(C)oc3c(CN(C)C)c(O)ccc3c2=O)cc1
  -2 | 71 | 5% | 71 | -13% | 87 | 94 | 2 | -6
CCS(=O)(=O)n1nc(-c2ccco2)nc1SC
  15 | 54 | 2% | 54 | -9% | 97 | 95 | -15 | 2
Cc1cc(C)n(C(=O)CNC(=O)C(c2ccccc2)c2ccccc2)n1
  11 | 133 | · | 133 | · | 99 | 104 | -11 | -5
Cc1cc(C)nc(SCC(=O)Nc2ccc(N3CCOCC3)c(Cl)c2)n1
  22 | 121 | 3% | 121 | 15% | 82 | 75 | -22 | 7
CCOC(=O)N1CCC(c2cc(=O)n3[nH]c(-c4ccccc4)cc3n2)CC1
  · | · | 5% | · | -7% | 66 | 80 | · | -15
COC(=O)c1ccc2c(=O)n(NC(=O)C(c3ccccc3)c3ccccc3)c(=S)[nH]c2c1
  -4 | 159 | -1% | 159 | -73% | 88 | 86 | 4 | 2
CC(C)CCN(C)C1CCN(S(=O)(=O)c2ccc(F)cc2)CC1
  19 | 71 | -3% | 71 | -44% | 94 | 85 | -19 | 8
CCOC(=O)C1=C(C)N2C(=C(C#N)[C@@H]1c1ccc(C(=O)OC)cc1)SC[C@@]2(O)C(C)(C)C
  -9 | 163 | -11% | 163 | -63% | 72 | 49 | 9 | 23
COC(=O)C1C2C=CC3(CN(C4CCCC4)C(=O)C13)O2 (stereo unspecified)
  8 | 123 | 10% | 123 | 3% | 97 | 96 | -8 | 0
CC1(C)CC(NS(=O)(=O)c2ccccc2)CC(C)(C)N1
  -5 | 179 | -5% | 179 | -5% | 80 | 89 | 5 | -9
COc1ccccc1CNC(=O)C1CCCN(S(=O)(=O)c2cnc[nH]2)C1 (stereo unspecified)
  2 | 69 | -5% | 69 | -43% | 87 | 87 | -2 | 0
CCCN1CCN(CCCNC(=O)c2cc3c(=O)n(C)c4ccccc4c3n2C)CC1
  -89 | 197* | -5% | 197 | -50% | 92 | 74 | 90* | 18
O=C(COC(=O)c1ccc(S(=O)(=O)N2CCc3ccccc3C2)cc1)NC(=O)NCc1ccco1
  -16 | 139 | -15% | 139 | 5% | 18 | 46 | 16 | -28
CC1CCCN(C(C(=O)Nc2ccc(C(C)C)cc2)c2ccc3c(c2)OCO3)C1 (stereo unspecified)
  -2 | 156 | -12% | 156 | -64% | 60 | 72 | 2 | -12
COC(=O)c1ccc(Cn2nc(C(F)(F)F)cc2C)cc1
  2 | 160 | 0% | 160 | -22% | 95 | 96 | -2 | -1
Cc1ccc2ncnc(NCCCN3CCOCC3)c2c1
  0 | 97 | -2% | 97 | -3% | 96 | 100 | 0 | -4
Cc1cccc2cc(CN(Cc3ccco3)S(=O)(=O)c3ccc4c(c3)OCCO4)c(=O)[nH]c12
  3 | 203 | -4% | 203 | -5% | 85 | 79 | -3 | 5
Nn1c(SCC(=O)N2CCOCC2)nnc1-c1ccccc1Cl
  2 | 171 | 2% | 171 | 4% | 90 | 92 | -2 | -2
O=C(Nc1cccc(-c2nc3ccccc3s2)c1)c1cc(-n2cnnc2)ccc1Cl
  · | · | 8% | · | -42% | · | · | · | ·
CCN1CCN(C(=O)C2c3cc(OC)c(OC)cc3C(=O)N3CCc4ccccc4C23)CC1 (stereo unspecified)
  0 | 88 | 4% | 88 | -27% | 95 | 91 | 0 | 4
COC(=O)c1cc(Br)c(=O)n(-c2ccccc2OC)c1
  15 | 182 | 3% | 182 | 18% | 94 | 80 | -15 | 14
COC(=O)CSc1nc2ccccc2nc1SCC(=O)OC
  3 | 103 | 0% | 103 | -2% | 106 | 84 | -3 | 22
CCC(=O)OC1=C2C(=Nc3c(c(=O)n(C)c(=O)n3C)C2c2ccccc2)c2ccccc21 (stereo unspecified)
  -18 | 108 | · | 108 | · | 104 | 86 | 18 | 18
COc1ccc(S(=O)(=O)N(C)CC(=O)NCc2cccnc2)cc1OC
  -21 | 46 | 4% | 46 | 18% | 96 | 102 | 21 | -6
Cc1cc(C(F)(F)F)nn1CC(=O)N1CCCCC1C (stereo unspecified)
  -16 | 131 | 0% | 131 | -2% | 87 | 83 | 16 | 3
O=C(Nc1cccc2[nH]ncc12)c1ccc(F)cc1
  -8 | 122 | 0% | 122 | -3% | · | · | 8 | ·
COCCN1CC(=O)N(c2cccc(C)c2C)C(c2ccc(Cl)cc2)C1=O (stereo unspecified)
  -3 | 198 | 3% | 198 | -70% | 86 | 90 | 3 | -3
O=C(C1CCCN(c2ncccn2)C1)N1CCc2ccccc21 (stereo unspecified)
  11 | 136 | -8% | 136 | -29% | 85 | 78 | -11 | 7
COc1ccc(CC(=O)N2CCN=C2SC)cc1
  11 | 184 | -1% | 184 | 10% | 90 | 90 | -12 | 0
Cc1ccc(-c2ccc(/C=C(\C#N)C(=O)Nc3cc(C)nn3-c3ccccc3)o2)cc1
  2 | 119 | 86% | 119 | 12% | · | · | -2 | ·
O=C(Nc1ccccc1)N1CCN(c2ncccn2)CC1
  -10 | 166 | -3% | 166 | -20% | 78 | 94 | 10 | -16
O=C(CCCSc1ccccc1)Nc1nc(-c2ccccn2)cs1
  21 | 165 | 8% | 165 | -63% | 49 | 66 | -21 | -17
O=C(O)c1cccc(NC(=O)C2CC(=O)N(Cc3ccccc3)C2)c1 (stereo unspecified)
  21 | 162 | -2% | 162 | -8% | · | · | -21 | ·
CCNC(=O)/N=C1/NC(=O)C(C(C)C)O1 (stereo unspecified)
  -7 | 158 | 16% | 158 | -1% | 100 | 107 | 7 | -6
CN(C)c1ccc(CN(C(=O)C2COc3ccccc3O2)C2CCS(=O)(=O)C2)cc1 (stereo unspecified)
  1 | 85 | 12% | 85 | -13% | 78 | 85 | -1 | -8
COc1ccc(C2C(C(=O)c3sc(C)nc3C)=C(O)C(=O)N2CCN(C)C)cc1OC (stereo unspecified)
  6 | 101 | -5% | 101 | 6% | · | · | -6 | ·
COc1ccc(NC(=O)c2nnn(Cc3cccc(F)c3)c2N)c(OC)c1
  -6 | 154 | 8% | 154 | -5% | 91 | 94 | 6 | -2
CCN(CC(=O)Nc1cccc(OC)c1)C(=O)C1CCN(C(=O)Nc2ccccc2)CC1
  11 | 212 | -1% | 212 | -19% | 94 | 85 | -10 | 9
Cc1cccc(OCC(=O)Nc2ccc(N3CCN(C(=O)c4ccco4)CC3)cc2)c1
  -6 | 124 | -3% | 124 | -14% | · | · | 6 | ·
CCc1cccc(NC(=O)Cn2c(=O)oc3cc(S(=O)(=O)N4CCOCC4)ccc32)c1
  -5 | 206 | -5% | 206 | -22% | 86 | 88 | 5 | -2
CCn1c(SCC(=O)c2c[nH]c3ccccc23)nnc1-c1cccs1
  -7 | 107 | -4% | 107 | 0% | 46 | 78 | 7 | -33
Fc1cc(Br)ccc1NC(=S)NCCc1ccccc1
  -7 | 47 | -1% | 47 | 33% | · | · | 7 | ·
CCCCCCn1ccc(=N)cc1
  2 | 102 | -16% | 102 | -4% | 74 | 90 | -2 | -16
CCOC(=O)CP(=O)(c1ccccc1)c1ccccc1
  6 | 187 | -4% | 187 | 2% | 100 | 84 | -6 | 16
COc1cccc(NS(=O)(=O)c2cn(C)c(=O)n(C)c2=O)c1
  13 | 51 | -6% | 51 | 7% | 100 | 98 | -13 | 2
CCOC(=O)c1sc(C)c(C(=O)NCC(C)(C)CN(C)C)c1N
  10 | 164 | -8% | 164 | -11% | 86 | 83 | -10 | 3
Cn1c(NC(=O)c2cccs2)c(-c2cccs2)c(=O)c2ccccc21
  -9 | 94 | -6% | 94 | 5% | 91 | 84 | 9 | 7
COC(=O)c1cc(=O)n(Cc2ccc3c(c2)OCO3)c(=Nc2ccc(F)c(Cl)c2)s1
  0 | 196 | 11% | 196 | 7% | 33 | 39 | 0 | -7
O=C(NCc1ccco1)C1CCCN1S(=O)(=O)c1ccc2ccccc2c1 (stereo unspecified)
  5 | 205 | -2% | 205 | -51% | 101 | 93 | -5 | 8
CCCCC(CC)CNC(=O)c1cccs1 (stereo unspecified)
  11 | 141 | 4% | 141 | 58% | 106 | 107 | -11 | -2
CC(C)C(=O)N(Cc1ccc2c(c1)OCO2)Cc1ccccn1
  6 | 152 | -5% | 152 | -9% | 80 | 79 | -6 | 1
Cc1nc2ccccc2n1CC(=O)OCC(=O)Nc1ccc2c(c1)OCCO2
  -3 | 177 | -8% | 177 | 0% | 102 | 113 | 3 | -11
COc1nc(N)c(S(=O)(=O)c2ccccc2C)cc1C#N
  3 | 161 | -4% | 161 | 26% | · | · | -3 | ·
Cc1ccsc1C(=O)Nc1ccccc1N1CCOCC1
  12 | 154 | 11% | 154 | -12% | · | · | -12 | ·
COc1cccc(C2CC(c3ccccc3)n3ncnc3N2)c1 (stereo unspecified)
  -19 | 153 | 8% | 153 | 0% | 89 | 103 | 19 | -13

Six compounds picked at random from those above:
Below each SMILES: NFkB transloc pot | NFkB transloc inh cell count 2 µM | Bcl-B TR3 displacers | NFkB transloc pot cell count 2 µM | PLAP inhibition | MRP reversal cytotoxicity | MRP reversal with doxorubicin | NFkB transloc inh | MRP reversal
O=C(CCCSc1ccccc1)Nc1nc(-c2ccccn2)cs1
  21 | 165 | 8% | 165 | -63% | 49 | 66 | -21 | -17
Cc1nc2ccccc2n1CC(=O)OCC(=O)Nc1ccc2c(c1)OCCO2
  -3 | 177 | -8% | 177 | 0% | 102 | 113 | 3 | -11
CCN(CC(=O)Nc1cccc(OC)c1)C(=O)C1CCN(C(=O)Nc2ccccc2)CC1
  11 | 212 | -1% | 212 | -19% | 94 | 85 | -10 | 9
COc1cccc(NS(=O)(=O)c2cn(C)c(=O)n(C)c2=O)c1
  13 | 51 | -6% | 51 | 7% | 100 | 98 | -13 | 2
CCn1c(SCC(=O)c2c[nH]c3ccccc23)nnc1-c1cccs1
  -7 | 107 | -4% | 107 | 0% | 46 | 78 | 7 | -33
O=C(Nc1cccc2[nH]ncc12)c1ccc(F)cc1
  -8 | 122 | 0% | 122 | -3% | · | · | 8 | ·

(more compounds)
Below each SMILES: NFkB transloc pot | NFkB transloc inh cell count 2 µM | Bcl-B TR3 displacers | NFkB transloc pot cell count 2 µM | PLAP inhibition | MRP reversal cytotoxicity | MRP reversal with doxorubicin | NFkB transloc inh | MRP reversal
O=C(NCCN1CCOCC1)c1cccc(S(=O)(=O)N2CCCCCC2)c1
  17 | 125 | -5% | 125 | -54% | 81 | 73 | -17 | 8
CC1CCN(CC(C)OC(=O)c2ccc3c(c2)OCCO3)CC1 (stereo unspecified)
  · | · | 8% | · | -50% | 93 | 84 | · | 9
CCC(Sc1nc2ccc(C)cc2[nH]1)C(=O)O (stereo unspecified)
  -6 | 173 | 15% | 173 | 10% | · | · | 6 | ·
CC1CCN(C(=O)Cn2c(=O)n(Cc3ccc4c(c3)OCO4)c(=O)c3ccccc32)CC1
  -3 | 179 | -2% | 179 | -45% | 92 | 84 | 3 | 8
O=C(c1ccc(S(=O)(=O)N2CCC(c3nc4ccccc4s3)CC2)cc1)N1CCCCC1
  19 | 137 | · | 137 | · | 97 | 88 | -19 | 9

These rows are one share of the data; rates above refer to the full screens.
